# Source: PubChem
# TDP1 inh = inhibitors of human tyrosyl-DNA phosphodiesterase TDP1; Q9NUW8; recombinant TDP1, AlphaScreen DNA substrate cleavage; AID 485290; 350,000 tested, 0.28% active; Potency, µM (doses to about 130 µM), without a hit: top-dose activity change, negative = inhibition, hits mostly inhibitors; note: nearly all actives have a fitted effect of over 40% in size
# Target sequence (Q9NUW8 whole entry, looked up): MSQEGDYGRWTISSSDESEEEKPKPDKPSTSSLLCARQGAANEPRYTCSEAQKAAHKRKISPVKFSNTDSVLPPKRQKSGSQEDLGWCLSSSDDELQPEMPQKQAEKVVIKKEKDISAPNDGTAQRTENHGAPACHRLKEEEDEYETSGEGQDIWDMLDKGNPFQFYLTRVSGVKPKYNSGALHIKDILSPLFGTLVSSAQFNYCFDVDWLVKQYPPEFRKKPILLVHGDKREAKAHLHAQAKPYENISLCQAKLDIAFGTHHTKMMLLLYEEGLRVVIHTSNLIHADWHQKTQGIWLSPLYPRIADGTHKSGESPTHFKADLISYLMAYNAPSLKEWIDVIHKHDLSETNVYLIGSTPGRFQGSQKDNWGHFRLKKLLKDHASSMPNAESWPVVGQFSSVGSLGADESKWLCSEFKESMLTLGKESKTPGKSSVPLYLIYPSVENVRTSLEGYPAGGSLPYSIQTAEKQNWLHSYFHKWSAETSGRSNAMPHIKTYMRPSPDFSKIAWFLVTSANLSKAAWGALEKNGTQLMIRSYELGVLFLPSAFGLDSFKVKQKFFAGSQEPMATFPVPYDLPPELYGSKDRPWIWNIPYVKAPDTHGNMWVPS
#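 Enzyme-compound mixtures sat 15 min at room temperature, followed by a 5 min reaction with 15 nM final substrate and 10 min with AlphaScreen beads. Recombinant human Tdp1 was used at 1 nM final.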
# FEN1 inhibitor = blocks human flap endonuclease 1 | P39748 | Recombinant FEN1 flap cleavage, fluorescence, 15 min | Potency, µM (series often up to 114 µM), inactives show at the top dose activity change, negative = inhibition, most hits filed as inhibitors | 390,000 tested, 0.35% active; note: nearly all actives have a fitted effect of over 65% in size
# Target sequence (P39748 whole entry, looked up): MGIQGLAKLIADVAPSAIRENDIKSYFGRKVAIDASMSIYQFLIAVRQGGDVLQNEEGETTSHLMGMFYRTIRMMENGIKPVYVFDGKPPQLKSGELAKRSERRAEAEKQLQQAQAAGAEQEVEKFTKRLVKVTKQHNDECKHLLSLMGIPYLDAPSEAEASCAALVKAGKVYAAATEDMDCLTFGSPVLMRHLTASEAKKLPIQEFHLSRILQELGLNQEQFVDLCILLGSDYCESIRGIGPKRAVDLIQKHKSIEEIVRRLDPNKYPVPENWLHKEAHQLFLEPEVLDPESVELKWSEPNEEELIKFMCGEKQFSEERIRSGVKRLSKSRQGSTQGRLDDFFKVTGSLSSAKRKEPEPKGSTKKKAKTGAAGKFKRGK
#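 Nuclease activity of 10 nM FEN1 was measured after 15 min of room-temperature exposure to titrated compounds, by adding 50 nM flap substrate and reading plates at 0 and 15 min.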
# N370S GC mod = N370S glucocerebrosidase modulation, Gaucher chaperone candidate | Potency, µM (top dose mostly 59.4 µM), inactives show top-dose activity change, negative = inhibition, usual class: inhibitors | 330,000 tested, 0.092% active | P04062 | N370S GC spleen homogenate, 4MU-glucoside fluorescence;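 note: 0% = full enzyme activity and -100% = no enzyme basal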
# * marks the source's active call; other numbers are inactive results; ? = inconclusive; / = no result given; & = joins results of further samples; [ ] = remark or other dose. Calls come from the whole dose curve; as a rule, active = well fitted curve in the direction sought with a large enough effect; inconclusive = small, poorly fitted or top-dose-only effect, or another doubt; inactive = no such curve, though single readings can be large; an effect the other way counts as inactive or inconclusive. Unless noted, % is set by controls: 0 for no effect and ±100 for the full control effect; potency is the fitted concentration of half-maximal effect.
N370S GC mod	SMILES	TDP1 inh	FEN1 inhibitor
-7%	O=C(/C=C/Nc1ccc(Oc2ccccc2)cc1)c1ccco1	5%	3%
-4%	O=[N+]([O-])c1ccc(N2CCN(c3ccc([N+](=O)[O-])cc3CO)CC2)c(CO)c1	/	8%
-11%	Cc1cc(=O)n2[nH]nnc2n1	6%	18%
-8%	CS(=O)(=O)c1ccc2nc(NC(=O)c3ccc(Cn4cc(Br)cn4)o3)sc2c1	2%	-9%
-18%	Cc1ccc(CNC(=O)COC(=O)Cc2ccc(-c3ccccc3)cc2)cc1	3%	-1%
0%	CCC(=O)Nc1ccccc1C(=O)C(=O)Nc1ccccc1	-3%	-17%
-12%	Cc1cccc(-c2cccc(NC(=O)C3CCCN(C(=O)c4csc(C)n4)C3)c2)c1 (stereo not drawn)	3%	-32%
4%	Cc1cccc(C)c1NC(=S)N1CCCN(C)CC1	-3%	8%
?	Oc1ccc(Nc2ccnc3cc(Cl)ccc23)cc1	5%	?
/	COc1cccc(NC(=O)Cn2c(=O)n(CC(=O)NCc3ccc(C)cc3)c(=O)c3sccc32)c1	3%	1%
/	CC(NS(=O)(=O)c1ccc2ccccc2c1)c1ccccn1 (stereo not drawn)	3%	-11%
9%	Cc1ccc(N(CC(=O)NCCSCc2ccco2)S(C)(=O)=O)cc1	3%	6%
-1%	O=C(N/N=C/c1coc2ccccc2c1=O)c1ccncc1	2%[56.1 µM]	9%
-8%	Nc1nc2c(s1)CCc1ccccc1-2	/	-31%
-21%	COC(=O)Cc1c(CSc2ccccc2)oc2ccc(O)c(CN(C)C)c12	/	8%
2%	COc1ccc([N+](=O)[O-])cc1-c1[nH]c(-c2ccc(C(=O)O)cc2)nc1-c1ccccc1	/	-20%
-5%	CCOc1ncccc1C(=O)N1CCN(S(=O)(=O)c2ccccc2)CC1	-2%	6%
-2%	Cc1ccccc1C(=O)N1CCN(c2nc(N3CCOCC3)nc(N3CCOCC3)n2)CC1	1%	1%
0%	Cc1nc(N2CCC(C)CC2)c2c(C)c(C(=O)Nc3ccc4c(c3)OCCO4)sc2n1	0%	17%
-12%	O=C(Nc1ccc(N2CCN(C(=O)c3ccco3)CC2)cc1)c1cccnc1Cl	2%	-7%
4%	C/C(CC(=O)N1CCN(C=O)CC1)=N\NC(=O)c1ccc([N+](=O)[O-])cc1	3%	0%
6%	C=CCOc1c(CCC)cc(CCC)cc1C(N)=O	4%	-1%
-29%	CCc1ccc(NC(=O)CSc2nc3n[nH]c(C)c3c(=N)n2-c2cccc(OC)c2)cc1	6%	-1%
-12%	COc1ccc(Br)cc1/C=N/Nc1cccc(C(=O)O)c1	3%	2%
/	CCCCN1CCc2nc(N3CCN(C)CC3)ncc2C1	1%	-3%

# Single values from the list.
# N370S GC mod with Cc1ccccc1C(=O)N1CCN(c2nc(N3CCOCC3)nc(N3CCOCC3)n2)CC1 is entered as -2%
# FEN1 inhibitor with O=C(/C=C/Nc1ccc(Oc2ccccc2)cc1)c1ccco1 is entered as 3%

# Structural class: the compounds so far with an NH in an aromatic ring
N370S GC mod	SMILES	TDP1 inh	FEN1 inhibitor
-11%	Cc1cc(=O)n2[nH]nnc2n1	6%	18%
2%	COc1ccc([N+](=O)[O-])cc1-c1[nH]c(-c2ccc(C(=O)O)cc2)nc1-c1ccccc1	/	-20%
-29%	CCc1ccc(NC(=O)CSc2nc3n[nH]c(C)c3c(=N)n2-c2cccc(OC)c2)cc1	6%	-1%

# Next part:
N370S GC mod	SMILES	TDP1 inh	FEN1 inhibitor
23%	CCSc1nnc(NC(=O)CSc2nccn2-c2cccc(C)c2)s1	8%	3%
10%	NNC(=O)CN(CCc1ccccc1)S(=O)(=O)c1ccc(Cl)cc1	8%	-1%
4%	O=C(C1CCN(c2nnc(-n3cccc3)s2)CC1)N1CCN(Cc2ccc3c(c2)OCO3)CC1	-3%	-9%
-3%	COc1ccc(NC(=O)CCC(=O)N(Cc2ccc(OC)c(OC)c2)c2nccs2)cc1	0%	-4%
/	CCOCCCNC(=O)c1c[nH]c2ccc(S(=O)(=O)N(C)c3ccc(Cl)cc3F)cc2c1=O	-3%	2%
-2%	c1ccc(-c2c[nH]c3[n+]2CCCCC3)cc1	-9%	10%
2%	Cc1cc(C)cc(NC(=O)Cn2ncn3c(cc4ccccc43)c2=O)c1	2%	-4%
/	COc1ccc(NS(=O)(=O)c2cccc(C(=O)NN=Cc3ccc(OC)c(O)c3)c2)cc1	0%	2%
2%	COc1cccc(NC(=S)NC(=O)/C=C/c2ccco2)c1	3%	-9%
19%	CCn1c(-c2ccc(C(C)(C)C)cc2)n[nH]c1=S	6%	-1%
4%[12.8 µM]	COC(=O)C1=C(C(=O)OC)[C@@H]2N(Cc3ccccc3)c3ccccc3[C@@]23C[C@@H](C(=O)OC)N=C3N1	10%[12.3 µM]	-5%
-9%	CC(C)C[C@H](NC(=O)C1CC(=O)N(c2ccc3c(c2)OCO3)C1)C(=O)NC1CCCC1 (stereo partly drawn)	0%	-3%
-1%	COc1cc(CN2CCNC(=O)C2CC(=O)N(C)Cc2cccnc2)cc(OC)c1 (stereo not drawn)	-2%	10%
2%	CNc1ncncc1-c1ccc(C(=O)N(C)C)cc1	-14%[56.1 µM]	/
-2%	CCn1c(NCc2cccs2)nc2ccccc21	4%	-1%
-24%	O=C(CCS(=O)(=O)c1ccc(F)cc1)Nc1nc(-c2ccccn2)cs1	-1%	-1%
/	Cc1ccccc1NC(=O)Cn1c(=O)n(CC2CCC(C(=O)NCCc3ccccc3)CC2)c(=O)c2ccccc21 (stereo not drawn)	2%	-1%
/	Cc1cccc(NC(=O)Cc2csc(COc3cccc(C)c3)n2)c1	-3%	-7%
-21%	Cc1nc(-c2cccc(NS(=O)(=O)c3ccc4ccccc4c3)c2)cs1	8%	-3%
1%	COc1ccc([N+](=O)[O-])cc1NC(=O)CCN1CCN(CCO)CC1	3%	1%
17%	COC(=O)/C(=N/Nc1ccccc1OC)N1CCCc2ccccc21	-6%	-21%
0%	CCOC(=O)CNC(=O)c1cccnc1	-10%	3%
22%	Cc1ccc(N(CN2C(=O)NC(C)(C)C2=O)CN2C(=O)NC(C)(C)C2=O)cc1	2%	-14%
-17%	Cc1cccc(C)c1NC(=O)C(C)c1ccc(-c2ccccc2)c(F)c1 (stereo not drawn)	0%	1%
/	Cc1ccc(C(=O)N2CCN(c3cccc(C)c3C)CC2)cc1S(=O)(=O)N1CCOCC1	1%[56.1 µM]	12%
6%	COc1ccccc1NC(=O)CC(c1ccc(OC(C)C)cc1)c1ccccc1OC (stereo not drawn)	1%	-11%
/	COc1cc(SC)ccc1C(=O)OCC(=O)N1CC(=O)Nc2ccccc21	-6%	4%
0%	COc1cc(C)c(C)cc1S(=O)(=O)n1c(C)nc2ccccc21	/	7%
/	Cc1ccc(Cl)cc1N1CCN(C(=O)c2ccc(NC(=O)c3nsc4ccccc34)cc2)CC1	3%	3%
/	COc1ccccc1N=C1SC(C(=O)Nc2ccccc2OC)CC(=O)N1C (stereo not drawn)	-1%[12.3 µM]	-20%
11%	N#Cc1c(/N=C/c2ccc(-c3ccccc3C(=O)O)o2)sc2c1CCCC2	/	-21%
10%	CCC(=O)Nc1ccc2nc(C)n(Cc3ccccc3Cl)c(=O)c2c1	3%[56.1 µM]	1%
-2%	Cc1ccc(-c2nnc(COC(=O)c3cc(=O)[nH]c4ccccc34)o2)cc1	-11%	1%
?	COc1ccccc1-c1cc(C(F)(F)F)n2ncc(S(=O)(=O)c3ccccc3)c2n1	-6%	-4%
15%	COc1cc(/C=C/C(=O)c2ccc(F)cc2)cc(OC)c1OC	8%	13%
-2%	Cc1ccnc(NC(=O)Cc2ccc([N+](=O)[O-])cc2)c1	-3%	2%
6%	Cc1ccc(C(=O)N2CCN=C2SCc2ccc([N+](=O)[O-])cc2)cc1	3%	-18%
29%	CCCCNC(=O)CC1C(=O)N(Cc2ccccc2)C(C)c2nc3ccccc3n21 (stereo not drawn)	5%	-18%
-3%	Cc1nc(C2CCC3C4CCC5=CC(=O)CC[C@]5(C)C4CC[C@]23C)cs1 (stereo partly drawn)	2%	/
-8%	Cc1cc(/C=C(\C#N)C(=O)O)c(C)n1C1CC1	6%	2%
/	Cc1ccc(NC(=O)CN2C(=O)C(C)(C)c3cc(S(=O)(=O)N4CCCCC4)ccc32)c(Br)c1	3%	?
-2%	O=C(NCC1CCCO1)c1cc(-c2ccncc2)nc2ccc(S(=O)(=O)N3CCOCC3)cc12 (stereo not drawn)	3%	13%
8%	CCOC(=O)CSc1nc(C)c2ccc(C)cc2n1	2%	0%
/	CC(C)c1ccc(S(=O)(=O)c2nnn3c2nc(N2CCOCC2)c2sccc23)cc1	8%	30%
13%	Brc1ccc(-c2csc(N3CCOCC3)n2)cc1	0%&-3%	-19%
-5%	CN1CCc2c(OCC(=O)N3N=C(c4cccs4)CC3c3ccc(F)cc3)cccc2C1=O (stereo not drawn)	-1%	2%
-8%	Cc1oc2cc(O)ccc2c(=O)c1Oc1ccccc1	4%	0%
13%	CCOc1ccc2c(c1)sc(=NC(=O)C1CC1)n2C	-3%	1%
3%	Cc1sc2ncnc(N3CCC(C(=O)N(CC(C)C)c4nc5ccccc5s4)CC3)c2c1C	-4%[0.505 µM]	0%
-4%	COc1ccc(NC(=O)c2c(Cl)nc3ccccn23)cc1	0%	-6%

# Limited to N370S GC mod, for 2 of the compounds above:
canonical_smiles	N370S GC mod
CCOc1ccc2c(c1)sc(=NC(=O)C1CC1)n2C	13%
COc1ccccc1-c1cc(C(F)(F)F)n2ncc(S(=O)(=O)c3ccccc3)c2n1	?

# Next part.
N370S GC mod	SMILES	TDP1 inh	FEN1 inhibitor
-12%	O=C(O)c1cccc(-n2cccc2/C=C2/NC(=O)N(Cc3ccccc3F)C2=O)c1	2.8µM*	-2%
/	Cc1nc(-c2ccc(F)cc2)sc1CCNC(=O)C(=O)Nc1ccc2c(c1)OCCO2	-3%	2%
-3%	CCc1ccc(N(CC(=O)NC2CCCC2)C(=O)CCC(=O)Nc2ccccn2)cc1	-3%	-6%
12%	COC(=O)Cc1ccc(N(Cc2ccccc2F)S(=O)(=O)c2ccc(Br)cc2)cc1	5%	-9%
23%	O=S(=O)(CC(O)COc1ccc(Br)cc1)c1ccccc1 (stereo not drawn)	/	-6%
0%	Cc1ccccc1OCC(=O)NNC(=S)NC(=O)c1ccccc1[N+](=O)[O-]	8%	-12%
3%	O=C1C2CCCN2c2ccc(S(=O)(=O)N3CCOCC3)cc2N1Cc1cccc(C(F)(F)F)c1 (stereo not drawn)	5%	/
3%	O=S(=O)(Nc1ccc(N2CCCCC2)cc1)c1ccc(F)cc1	3%	-15%
2%	CCCCOc1ccc(N2CC(C(=O)NCc3ccco3)CC2=O)cc1 (stereo not drawn)	/	-12%
0%	CC(C)(C)C(=O)O/N=C(\N)Cc1ccc(-c2csnn2)cc1	-5%	0%
-15%	O=c1[nH]c2ccc(Cl)cc2c(-c2ccccc2)c1N1CCN(CCO)CC1	6%	7%
9%	Cc1ccc(N(Cc2ccc([N+](=O)[O-])cc2)C(=O)c2ccco2)cc1	8%	?
-5%	COc1ccc2nc(SCC(=O)N(C)CC(=O)Nc3ccc(F)cc3)[nH]c2c1	0%	2%
/	CC(=O)Nc1ccc(S(=O)(=O)Nc2ccc(-c3cn4c(C)csc4n3)cc2)cc1	8%	-5%
-18%	COc1ccc(CCNC(=O)c2c(-c3ccccc3)noc2C)cc1OC	0%	5%
-1%	COc1ccc2cc(C(=O)Nc3ccc(O)cc3)sc(=O)c2c1OC	3%	?
-11%	COc1cc(C(=O)O/N=C(\N)c2ccccn2)cc(OC)c1OC	/	-8%
1%	O=C(/C=C/c1cccc(F)c1)NCCCn1ccnc1	/	-1%
/	O=C(CC1N=C2c3ccccc3N=C(SCc3ccc(F)cc3)N2C1=O)NCCc1ccccc1 (stereo not drawn)	4%	-12%
4%	COc1ccc(C(C(=O)NCC2CCCO2)N(Cc2ccccc2)C(=O)c2snc(C(N)=O)c2N)cc1OC (stereo not drawn)	/	14%
-6%	CCOC(=O)C1CCN(Cc2ccccc2C(F)(F)F)CC1	-6%	-2%
-5%	Cc1ccc(Cl)cc1N1CCN(C(=O)Cc2c(C(=O)O)[nH]c3ccccc23)CC1	-2%	-12%
1%	COc1ccccc1NC(=O)CSc1nnc(Cc2ccccc2)o1	-1%	-3%
8%	O=C(O)/C=C/C(=O)N1CCN(c2ccccc2F)CC1	0%	1%
?	CC1(C)CC(=O)C2=C(C1)NC1=C(C(=O)c3ccccc31)C2c1ccc(O)cc1 (stereo not drawn)	8%	-12%
-7%	CC(CNc1ccc([N+](=O)[O-])cc1)NC(=O)c1ccccc1Br (stereo not drawn)	5%	6%
-7%	COc1cccc(CNS(=O)(=O)c2c(C)nc3sccn3c2=O)c1	/	-4%

# Exported with the structure last: part of the list above.
N370S GC mod | TDP1 inh | FEN1 inhibitor | canonical_smiles
? | 8% | -12% | CC1(C)CC(=O)C2=C(C1)NC1=C(C(=O)c3ccccc31)C2c1ccc(O)cc1 (stereo not drawn)
-7% | 5% | 6% | CC(CNc1ccc([N+](=O)[O-])cc1)NC(=O)c1ccccc1Br (stereo not drawn)
-7% | / | -4% | COc1cccc(CNS(=O)(=O)c2c(C)nc3sccn3c2=O)c1
